SARS 3CLpro inh = SARS-CoV 3CLpro protease inhibitors, primary screen, biochemical, quenched FRET | recombinant SARS-CoV 3CLpro, quenched FRET peptide cleavage | inhibition, % at 6 µM | hit rate 0.14% among 290,000 | AID 1706, 2009 | Replicase polyprotein 1ab (Severe acute respiratory syndrome coronavirus), P0C6X7; in the data active means inhibition above about 12%
PrPC TRFRET = inhibitors of human cell surface prion protein PrPC, primary screen, cell-based, TR-FRET. AID 720596, 2013. Major prion protein (Homo sapiens), P04156. inhibition, % at 13.8 µM. hit rate 0.43% among 370,000. TR-FRET read-out; in the data active means inhibition above about 24%; further: 0% = median of the test wells and 100% = reference compound wells
Y pestis TopoI = Yersinia pestis topoisomerase I inhibitors, primary screen, biochemical, cleavage product accumulation, plate reader, single point | DNA topoisomerase I (Yersinia pestis CO92) | Y. pestis Topo-I cleavage product accumulation | activity, % at 10 µM | hit rate 0.064% among 360,000 | AID 504884, 2011; in the data active means activity above about 50%, passing the limit was not always enough; further: inactives centre near 2
CCHFV vOTU inh = CCHFV vOTU protease inhibitors, primary screen, biochemical, Pep-AMC substrate, fluorescence | AID 651958, 2012 | Crimean-Congo hemorrhagic fever virus L polyprotein viral ovarian tumor (vOTU) protease … | hit rate 0.55% among 370,000 | inhibition, % at 11.5 µM; in the data active means inhibition above about 30%; further: 0% = vehicle wells with enzyme and 100% = no enzyme wells
Rv3671c protease = Rv3671c serine protease inhibitors, primary screen, biochemical, fluorescence polarization, M. tuberculosis H37Rv | inhibition, % at 5.96 µM | hit rate 0.048% among 320,000 | AID 2606, 2010; in the data active means inhibition above about 38%;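 further: extracellular domain of Rv3671c used as enzyme; 0% = enzyme with DMSO and 100% = no enzyme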
Target sequence (P9WHR9 whole entry, looked up, the tested form may be a part): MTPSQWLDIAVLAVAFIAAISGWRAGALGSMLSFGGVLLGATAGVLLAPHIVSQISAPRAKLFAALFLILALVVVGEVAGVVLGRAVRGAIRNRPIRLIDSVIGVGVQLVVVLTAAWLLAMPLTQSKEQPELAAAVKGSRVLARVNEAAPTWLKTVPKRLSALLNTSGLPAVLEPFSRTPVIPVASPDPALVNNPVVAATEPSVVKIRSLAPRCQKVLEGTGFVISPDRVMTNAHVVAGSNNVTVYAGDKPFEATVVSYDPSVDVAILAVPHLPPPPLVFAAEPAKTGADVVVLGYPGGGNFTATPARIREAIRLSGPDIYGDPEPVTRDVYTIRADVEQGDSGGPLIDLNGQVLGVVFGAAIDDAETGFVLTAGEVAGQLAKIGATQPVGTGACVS
Vc quorum ag = inducers of Vibrio cholerae quorum light production without autoinducers, primary screen, BH1578 luxS cqsA deficient, single point; V. cholerae BH1578 lux reporter, luminescence, 6 h; activation, % at 18.7 µM; hit rate 0.16% among 350,000; AID 588436, 2011; in the data active means activation mostly above about 9.7%, no sharp cut-off; further: not every result past the cut was called active; inactives centre near 0; reference of the scale not given here
TcdB GH inh = TcdB glycohydrolase inhibitors, primary screen, biochemical, single point, plate reader; Toxin B (Clostridioides difficile), P18177; TcdB glycohydrolase enzymatic assay; inhibition, % at 9.99 µM; hit rate 0.24% among 350,000; in the data active means inhibition above about 10%
MazF activator = activators of E. coli MazEF toxin-antitoxin RNase, primary screen, biochemical, fluorescence, uHTS; hit rate 0.32% among 350,000; Endoribonuclease toxin MazF (Escherichia coli (strain K12)), P0AE70; FAM/BHQ RNA-DNA oligo cleavage fluorescence, 5 h; activation, % at 20 µM; in the data active means activation above about 50%
Target sequence (P0AE70 whole entry, looked up): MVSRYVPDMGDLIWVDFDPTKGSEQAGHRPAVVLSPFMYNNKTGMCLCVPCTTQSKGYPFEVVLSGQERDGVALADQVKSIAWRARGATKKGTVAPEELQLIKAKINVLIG
VHR inh abs = VHR1 phosphatase inhibitors, primary screen, biochemical, absorbance, uHTS; recombinant VHR phosphatase, pNPP absorbance; inhibition, % at 13.3 µM; hit rate 0.52% among 290,000; in the data active means inhibition above about 50%; further: some compounds called inactive have numbers as strong as hits
Target sequence (P51452 whole entry, looked up): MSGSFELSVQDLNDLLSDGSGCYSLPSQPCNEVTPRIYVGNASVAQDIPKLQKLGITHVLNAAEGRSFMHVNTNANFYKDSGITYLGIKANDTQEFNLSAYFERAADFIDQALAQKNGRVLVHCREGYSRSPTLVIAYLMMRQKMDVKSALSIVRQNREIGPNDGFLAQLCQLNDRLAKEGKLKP
PriA SSB inh = inhibitors of Klebsiella pneumoniae PriA binding to SSB C-terminal tail, primary screen, biochemical, AlphaScreen; PriA–SSB C-terminal tail interaction (Klebsiella pneumoniae); AlphaScreen SSBct-PriA binding, biotinylated peptide; inhibition, % at 33 µM; hit rate 0.6% among 430,000; in the data active means inhibition mostly above about 37%, no sharp cut-off; inactive means mostly below about 20%;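 further: plate controls were negative control peptide for no effect and reference peptide for full effect; strong numbers were not always called active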
* marks the source's active call; other numbers are inactive results; i = inactive; . = no result given. The list is partial; the hit share may differ from the screen's.

SMILES	SARS 3CLpro inh	PrPC TRFRET	Y pestis TopoI	CCHFV vOTU inh	Rv3671c protease	Vc quorum ag	TcdB GH inh	MazF activator	VHR inh abs	PriA SSB inh
COc1ccc(-c2csc(NC(=O)c3c(OC)cccc3OC)n2)cc1	5	13	2	-6	-3	0.9	-5.0	-13	-28	-9
CCc1ccc(NC(=O)c2cccc(C(=O)Nc3ccc(CC)cc3)n2)cc1	5	1	30	4	-7	-2.0	-1.3	-3	19	-7
Cc1c(C(=O)Nc2c(C)n(C)n(-c3ccccc3)c2=O)oc2ccccc12	-3	-4	1	-5	2	i	.	1	-4	4
C/[N+]([O-])=C\c1ccc([N+](=O)[O-])o1	2	.	-4	.	-5	i	.	-7	18	-10
COCCCN(C(=O)C1=COCCO1)c1c(N)n(Cc2ccccc2)c(=O)[nH]c1=O	.	-5	11	12	.	-0.3	0.7	0	.	.
Cc1ccc2[nH]c3c(c2c1)CCCC3=O	2	1	8	-6	-2	i	.	7	4	-13
CSc1ccc(/C=C(/NC(=O)c2ccccc2)C(=O)N2CCN(C)CC2)cc1	6	-4	-2	4	0	-0.3	-1.9	-1	12	3
C[C@H](NC(=O)C1CC(=O)N(c2ccc3c(c2)OCO3)C1)C(=O)NC1CCCC1 (stereo not given in full)	-5	5	5	4	11	i	2.1	6	9	-5
O=C(NC1CCNCC1)C1CC1	2	7	10	-4	1	-0.3	0.3	3	-4	-6
OCCSc1nc(-c2cccnc2)nc2ccccc12	6	11	12	1	-3	5.9	.	6	46	-10
Cc1ccc2c(c1)-c1c(cnn1CC(=O)O)CO2	2	2	-8	9	-12	-0.6	.	0	-4	-2
CCn1cc(C(=O)O)c(=O)c2cc(F)c(N3CCN(C(=S)NC(=O)c4ccccc4)CC3)cc21	3	7	7	-12	1	-0.6	1.9	3	16	1
CC(=O)Oc1cccc(-c2nc3ccccc3c(=O)o2)c1	6	-2	-4	8	2	-0.5	1.5	-3	6	-11
CCc1nc2ccc(C(=O)Nc3cccc(OC)c3)cn2c1N(CC)CCOC	.	15	11	20	.	i	1.7	.	.	.
COc1ccc(CNC(=O)Nc2nc(C(N)Cc3ccc(Cl)cc3)cs2)cc1 (stereo not given)	.	-9	-6	-3	.	i	1.2	.	.	.

Brought forward from above: 2 compounds, then new ones.
SMILES	SARS 3CLpro inh	PrPC TRFRET	Y pestis TopoI	CCHFV vOTU inh	Rv3671c protease	Vc quorum ag	TcdB GH inh	MazF activator	VHR inh abs	PriA SSB inh
CCc1nc2ccc(C(=O)Nc3cccc(OC)c3)cn2c1N(CC)CCOC	.	15	11	20	.	i	1.7	.	.	.
COc1ccc(CNC(=O)Nc2nc(C(N)Cc3ccc(Cl)cc3)cs2)cc1 (stereo not given)	.	-9	-6	-3	.	i	1.2	.	.	.
O=S(=O)(NCc1cn2ccsc2n1)c1ccc(Oc2ccccc2)cc1	1	12	-8	0	3	-1.2	.	-5	23	-10
Cc1ccc(S(=O)(=O)NNC2=NCCCCC2)cc1	0	-1	-2	9	1	-1.7	0.3	0	20	-14
CN(C)S(=O)(=O)c1ccc(C(=O)OCC(=O)N2CC3(C)CC2CC(C)(C)C3)cc1 (stereo not given)	.	9	8	16	6	0.2	-0.5	3	.	-13
Cc1nc(CN2CCN(C(=O)c3ccc(Br)cc3)CC2)cs1	-5	2	6	8	4	i	.	4	5	-16
Cc1ccccc1NC(=O)NCc1ccc2c(c1)OCO2	1	0	1	-15	-1	i	.	1	1	-9
NC(=O)[C@@H]1CCCNc2c(I)cc([N+](=O)[O-])cc2C(=O)N[C@@H](CO)C(=O)NCC(=O)N1	-4	-31	.	9	3	.	-0.6	4	-11	3
O=C(COC(=O)/C=C/c1ccc(F)cc1)Nc1ccc(Cl)cn1	2	6	10	-4	-1	i	-6.6	-2	2	-5
COc1ccc(CCN(C)C(=O)COc2cccc(-n3cnnn3)c2)cc1OC	.	9	5	-2	-11	i	0.6	4	.	-14
O=C(O)CC1(CC(=O)Nc2ccc3c(c2)C(=O)OC3)CCCCC1	0	4	-5	-9	4	1.2	-13	-2	25	-4
COc1ccc(CNC(=O)c2ccc(CS(=O)(=O)c3ccccc3C)o2)cc1	-1	-2	19	6	-8	-0.3	2.9	9	-9	-6
CCOc1ccc(N(CC(=O)Nc2c(C)n(C)n(-c3ccccc3)c2=O)S(=O)(=O)c2ccc(F)cc2)cc1	0	-4	19	-2	.	i	1.2	1	19	-8
COC(=O)Cn1ncc2c(C)n(Cc3ccccc3)c(C)c2c1=O	1	6	10	-5	2	-1.1	1.3	7	7	-3
COc1ccc(Cl)cc1NC(=O)CSc1nc2[nH]ncc2c(=O)[nH]1	.	-3	3	-11	.	-3.0	1.2	5	.	3

Another view of part of the listing above:
Compound,SARS 3CLpro inh,PrPC TRFRET,Y pestis TopoI,CCHFV vOTU inh,Rv3671c protease,Vc quorum ag,TcdB GH inh,MazF activator,VHR inh abs,PriA SSB inh
CC(=O)Oc1cccc(-c2nc3ccccc3c(=O)o2)c1,6,-2,-4,8,2,-0.5,1.5,-3,6,-11
CCc1nc2ccc(C(=O)Nc3cccc(OC)c3)cn2c1N(CC)CCOC,.,15,11,20,.,i,1.7,.,.,.
COc1ccc(CNC(=O)Nc2nc(C(N)Cc3ccc(Cl)cc3)cs2)cc1 (stereo not given),.,-9,-6,-3,.,i,1.2,.,.,.
O=S(=O)(NCc1cn2ccsc2n1)c1ccc(Oc2ccccc2)cc1,1,12,-8,0,3,-1.2,.,-5,23,-10
Cc1ccc(S(=O)(=O)NNC2=NCCCCC2)cc1,0,-1,-2,9,1,-1.7,0.3,0,20,-14
CN(C)S(=O)(=O)c1ccc(C(=O)OCC(=O)N2CC3(C)CC2CC(C)(C)C3)cc1 (stereo not given),.,9,8,16,6,0.2,-0.5,3,.,-13
Cc1nc(CN2CCN(C(=O)c3ccc(Br)cc3)CC2)cs1,-5,2,6,8,4,i,.,4,5,-16
Cc1ccccc1NC(=O)NCc1ccc2c(c1)OCO2,1,0,1,-15,-1,i,.,1,1,-9
NC(=O)[C@@H]1CCCNc2c(I)cc([N+](=O)[O-])cc2C(=O)N[C@@H](CO)C(=O)NCC(=O)N1,-4,-31,.,9,3,.,-0.6,4,-11,3
O=C(COC(=O)/C=C/c1ccc(F)cc1)Nc1ccc(Cl)cn1,2,6,10,-4,-1,i,-6.6,-2,2,-5
COc1ccc(CCN(C)C(=O)COc2cccc(-n3cnnn3)c2)cc1OC,.,9,5,-2,-11,i,0.6,4,.,-14
O=C(O)CC1(CC(=O)Nc2ccc3c(c2)C(=O)OC3)CCCCC1,0,4,-5,-9,4,1.2,-13,-2,25,-4
COc1ccc(CNC(=O)c2ccc(CS(=O)(=O)c3ccccc3C)o2)cc1,-1,-2,19,6,-8,-0.3,2.9,9,-9,-6
CCOc1ccc(N(CC(=O)Nc2c(C)n(C)n(-c3ccccc3)c2=O)S(=O)(=O)c2ccc(F)cc2)cc1,0,-4,19,-2,.,i,1.2,1,19,-8

Assay outcomes: PubChem, several laboratories
